AGP1 TOR yeast – yeast TOR pathway AGP1-GFP modulation; 0.02% of 320,000 active; GFP response vs DMSO, % at 10 µM; S. cerevisiae AGP1-GFP multiplex flow cytometry, 3 h; GFP as percent of DMSO wells; AID 2066;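 active = GFP response relative to DMSO above a set limit, near screen average plus 3 SD, cut at about 150% in these data; inconclusive = fewer than 70 cells counted for the yeast strain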;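 note: median GFP channel fluorescence of the gated AGP1 strain per well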
RPL19A-GFP yeast – alters RPL19A-GFP fluorescence in TOR pathway yeast screen; S. cerevisiae RPL19A-GFP strain, flow cytometry, 3 h; hits give low values; percent response vs DMSO, % at 10 µM; 0.3% of 330,000 active;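 active = percent response vs DMSO below 50%; inconclusive = fewer than 70 events counted for the yeast strain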;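 note: median channel GFP fluorescence of the barcoded RPL19A-GFP strain; ratio of sample median GFP to plate DMSO average so 100% = DMSO; lower means less RPL19A-GFP as with rapamycin TOR inhibition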
VLA-4 inh – inhibition in a human VLA-4 binding assay | inhibition, % (about 7 µM as worked out from the volumes in the protocol) | P13612 | 0.2% of 330,000 active | VLA-4 expressing cells, ligand binding flow cytometry; in the data active = inhibition above about 50%
MEP2-GFP yeast – modulators of TOR pathway MEP2-GFP in S. cerevisiae; S. cerevisiae MEP2-GFP strain, flow cytometry GFP, 3 h; 100% = DMSO control level; GFP response vs DMSO, % at 10 µM; 0.51% of 330,000 active;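 active = GFP response versus DMSO above a set limit, roughly screen mean plus 3 SD, cut at about 180% in these data; inconclusive = fewer than 70 cells counted for a yeast strain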;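 note: median GFP fluorescence of the barcode-gated MEP2-GFP cells per well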
JMJD2C inh – blocks human GASC-1 demethylase activity | Q9H3R0 | GST-JMJD2C(1-420) H3K9me3 demethylation, DELFIA europium | inhibition, % at 2.35 µM | 0.069% of 330,000 active;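 active = more than half of a compound's replicate wells show inhibition beyond 50%, single wells judged on their own value; inconclusive = some, but no more than half, of replicates pass 50% inhibition; inactive = no replicate passes 50% inhibition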;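 note: signal counts dimethyl H3K9 product captured on neutravidin plate; 0% = median of DMSO wells and 100% = 0.3 times that DMSO median; strong numbers were not always called active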
Target sequence (Q9H3R0 1-420 limits assumed): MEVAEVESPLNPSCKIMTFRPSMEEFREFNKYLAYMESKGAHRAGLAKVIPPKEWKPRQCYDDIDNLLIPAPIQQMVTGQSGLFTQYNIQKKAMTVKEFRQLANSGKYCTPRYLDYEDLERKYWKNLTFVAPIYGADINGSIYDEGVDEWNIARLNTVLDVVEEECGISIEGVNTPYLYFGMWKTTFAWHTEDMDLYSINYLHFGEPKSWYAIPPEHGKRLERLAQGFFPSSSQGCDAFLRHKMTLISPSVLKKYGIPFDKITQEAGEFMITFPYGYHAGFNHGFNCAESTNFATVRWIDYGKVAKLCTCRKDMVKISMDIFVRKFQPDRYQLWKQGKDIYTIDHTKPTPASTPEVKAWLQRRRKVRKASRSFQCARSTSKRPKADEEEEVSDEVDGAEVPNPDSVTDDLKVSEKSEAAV
GRK2 inh – human GRK2 inhibition via aptamer displacement; P25098; bead flow cytometry, FAM-aptamer displacement from GRK2; inhibition of aptamer binding, % at 10 µM; 0.59% of 330,000 active;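 active = inhibition of aptamer binding above 40%, roughly 3 SD of noise, on plates passing a quality check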;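 note: median bead fluorescence of bound FAM aptamer so fluorescent compounds give negative values; no value below 0 was filed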
Target sequence (P25098 whole entry, looked up): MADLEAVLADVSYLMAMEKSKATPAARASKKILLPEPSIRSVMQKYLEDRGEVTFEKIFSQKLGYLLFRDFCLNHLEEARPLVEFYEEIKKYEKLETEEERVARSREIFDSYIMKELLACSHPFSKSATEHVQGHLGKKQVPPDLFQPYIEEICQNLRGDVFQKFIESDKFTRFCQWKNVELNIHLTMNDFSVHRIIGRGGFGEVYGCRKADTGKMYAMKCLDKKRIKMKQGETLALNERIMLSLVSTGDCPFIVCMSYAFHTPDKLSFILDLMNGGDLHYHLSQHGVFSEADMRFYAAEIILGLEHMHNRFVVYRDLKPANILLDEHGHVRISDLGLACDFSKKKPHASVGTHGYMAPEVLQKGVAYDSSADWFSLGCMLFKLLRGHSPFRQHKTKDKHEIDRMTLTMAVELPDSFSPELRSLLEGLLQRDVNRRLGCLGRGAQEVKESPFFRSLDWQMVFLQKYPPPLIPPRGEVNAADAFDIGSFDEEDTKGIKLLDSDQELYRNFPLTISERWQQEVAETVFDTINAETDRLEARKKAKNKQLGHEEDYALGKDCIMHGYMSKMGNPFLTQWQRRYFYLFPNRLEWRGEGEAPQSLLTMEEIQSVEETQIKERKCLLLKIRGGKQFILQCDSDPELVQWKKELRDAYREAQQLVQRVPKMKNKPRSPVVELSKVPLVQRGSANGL
LAP4-GFP MLPCN – modulators of TOR pathway LAP4-GFP in S. cerevisiae; S. cerevisiae LAP4-GFP multiplex, flow cytometry GFP, 3 h; median GFP as percent of DMSO wells; GFP response vs DMSO, % at 10 µM; 0.34% of 320,000 active; AID 2023;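 active = GFP response vs DMSO above a set limit, about the screen mean plus 3 SD, cut at about 150% in these data; inconclusive = under 70 cell events counted for the yeast strain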
CIT2 TOR yeast – modulators of TOR pathway CIT2-GFP in S. cerevisiae; AID 2029; GFP response vs DMSO, % at 10 µM; 0.065% of 320,000 active; S. cerevisiae CIT2-GFP strain, flow cytometry, 3 h; 100 means same as DMSO wells;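 active = GFP response relative to DMSO above a set limit, near the screen mean plus 3 SD, cut at about 150% in these data; inconclusive = Fewer than 70 cells measured for a yeast strain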;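 note: ratio of well median GFP fluorescence to mean of DMSO wells on the plate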
Active calls of the source: *; u = inconclusive; x = no result given.

SMILES	AGP1 TOR yeast	RPL19A-GFP yeast	VLA-4 inh	MEP2-GFP yeast	JMJD2C inh	GRK2 inh	LAP4-GFP MLPCN	CIT2 TOR yeast
O=C(CN(Cc1ccccc1)C1=NCCS1)c1ccc(Cl)cc1	106	115	-1	112	-2	0	91	101
O=C(Nc1ccc(N2CCN(c3ncccc3C(F)(F)F)CC2)nc1)c1cccs1	107	96	7	100	5	0	120	90
COc1ccc(S(N)(=O)=O)cc1C(N)=O	99	106	3	105	4	3	89	108
Cc1cc(C)n2c(SCCC(C)C)nnc2n1	95	100	-3	100	2	3	111	93
Cc1ccc(CO/N=C\Cc2snc(Sc3ncc(C(F)(F)F)cc3Cl)c2C#N)cc1	98	99	6	97	u	1	99	99
COc1cc(Br)cc(CNc2ccc(F)c([N+](=O)[O-])c2)c1O	100	93	27	101	-1	1	119	107
COc1ccc(NC(=O)c2sc3nc(N4CCOCC4)c4c(c3c2N)CC(C(C)C)OC4)c(OC)c1 (stereo not drawn)	96	99	0	94	8	0	93	94
CNS(=O)(=O)c1cccc(C(=O)Nc2cccnc2)c1	102	98	11	110	-2	2	99	101
CC(=O)Oc1ccc(-c2ccc(C(=O)O)cc2)cc1	96	97	-3	95	9	0	99	90
Cc1coc2c1c(C)cc1oc(=O)c(CC(=O)NCC(=O)N[C@H](C(=O)O)C(C)C)c(C)c12	104	101	9	106	-16	1	111	92
FC(F)(F)c1ccccc1-n1c(-c2cnccn2)n[nH]c1=S	104	95	-7	101	3	0	106	98
Cc1cc(C)n2c(nc3ccccc32)c1C(=O)NCc1ccccc1	100	95	5	110	4	4	127	88
CCOC(=O)[C@@H]1[C@H]2COc3cc(OC)ccc3[C@@H]2N2C(=O)N(c3ccccc3)C(=O)[C@]12C	94	93	12	97	7	2	94	86
COc1ccc(NC(=O)COc2ccccc2C#N)c(S(=O)(=O)N2CCCCC2)c1	101	99	-1	101	0	0	99	113
COc1ccc(NC(=O)CC2(Cc3ccccc3)CCOC(C)(C)C2)cc1 (stereo not drawn)	94	97	-19	94	-5	0	112	86
COc1cccc(OCc2cc(C(=O)N(C)C3CCOCC3)no2)c1	99	97	-12	99	12	1	98	105
Cc1onc(-c2ccccc2Cl)c1C(=O)Nc1cc(=O)n(C)c(=O)n1C	109	x	2	107	0	0	103	105
C/C(N)=C(/C#N)C(=O)CSc1nnc(Nc2ccccc2C)s1	86	97	-1	106	-9	0	97	106
CCc1noc(C)c1C(=O)Nc1ccccc1N1CCOCC1	107	95	-2	93	-16	0	105	105
CCOC(=O)CNC(=O)C1c2ccccc2C(=O)N(c2ccc(OC)cc2)C1c1ccc(OC)cc1 (stereo not drawn)	111	99	-6	103	-6	0	97	102
CCC(O)C1CCN(C(=O)c2cc(COc3ccc4ncccc4c3)on2)CC1 (stereo not drawn)	86	108	10	81	-24	0	92	101
CCOC(=O)c1ccc2c(c1)nc(SCC(=O)NC(C)C)n2CC	98	97	0	104	-2	2	102	104
Oc1cc(Cl)cc(Cl)c1Cl	105	98	8	105	13	3	103	90
CN(C)Cc1ccc(-c2nc3cccc4c3n2CCNC4=O)cc1	90	104	15	98	-4	1	119	98
CCCNC(=O)c1ccc(SC)cc1OC	92	93	-1	99	-4	0	99	93
Cc1nc(NC(N)=S)sc1C(=O)Nc1ccccc1	104	105	36	103	1	1	99	96
O=C(CN1C(=O)NC2(CCOc3ccccc32)C1=O)c1ccc(Br)cc1 (stereo not drawn)	101	95	16	101	-23	1	100	108
CCCCNC(=O)c1sc(=S)n(-c2ccccc2OC)c1N	109	101	-1	102	11	0	96	108
COCC(=O)N1CCC(Oc2ccc(C(=O)NC(C)c3nccs3)cc2)CC1 (stereo not drawn)	105	104	5	102	-2	0	97	101
Cc1nc2cc(NCc3cccs3)ccc2n1C	107	104	-2	101	1	1	103	124

Profiles, quoted from the list:
`CCCNC(=O)c1ccc(SC)cc1OC` across the screens: AGP1 TOR yeast = 92; RPL19A-GFP yeast = 93; VLA-4 inh = -1; MEP2-GFP yeast = 99; JMJD2C inh = -4; GRK2 inh = 0; LAP4-GFP MLPCN = 99; CIT2 TOR yeast = 93
`O=C(CN1C(=O)NC2(CCOc3ccccc32)C1=O)c1ccc(Br)cc1` (stereo not drawn) across the screens: AGP1 TOR yeast = 101; RPL19A-GFP yeast = 95; VLA-4 inh = 16; MEP2-GFP yeast = 101; JMJD2C inh = -23; GRK2 inh = 1; LAP4-GFP MLPCN = 100; CIT2 TOR yeast = 108

Later entries.
SMILES	AGP1 TOR yeast	RPL19A-GFP yeast	VLA-4 inh	MEP2-GFP yeast	JMJD2C inh	GRK2 inh	LAP4-GFP MLPCN	CIT2 TOR yeast
COc1ccc(Cl)c(S(=O)(=O)N2CCCC2)c1	105	101	6	100	3	0	95	103
COc1ccccc1-n1cnnc1SCC(=O)NC1CCCC1	93	91	16	93	-10	3	96	95
O=C(Nc1cccnc1Cl)c1cccc(F)c1	99	108	9	108	6	0	107	110
COc1ccccc1CNC(=O)c1ccccc1NC(=O)C1=C(C)OCCS1	94	94	-2	96	2	3	97	98
O=C(NCCc1ccccc1)c1ccc(=O)[nH]c1	100	98	16	101	13	3	97	101
CN1CCN(C(=O)c2sc(=S)n(-c3ccccc3)c2N)CC1	104	102	-6	97	-1	9	96	94
CCN(CC)C(=O)CC(c1ccc(N(C)C)cc1)c1c(OC)cc(OC)c2ccc(=O)oc12 (stereo not drawn)	102	95	44	100	5	5	95	99
COc1ccccc1CCC(=O)OCC(=O)Nc1cccc(S(=O)(=O)N2CCCCC2)c1	108	106	4	99	-4	0	113	97
O=C(CCCn1c(SCC(=O)NCCc2ccccc2)nc2ccccc2c1=O)NCC1CCCO1 (stereo not drawn)	128	122	-13	109	10	5	109	110
O=C(COC(=O)C1CC1)Nc1ncc(Cl)cc1Cl	107	96	11	97	u	9	102	82
O=C(c1ccc(-n2cnnn2)cc1)N(C1CCCCC1)C1CCCCC1	107	94	26	103	-5	0	104	100
CCn1c(=O)cc(OCC(=O)NCCc2cccc(C)c2)c2ccccc21	98	103	7	95	5	0	94	98
CC(NC(=O)NC(=O)c1ccc(Cl)cc1Cl)C1CC1 (stereo not drawn)	105	99	5	104	15	0	118	101
COc1ccc(C(=O)CN2C(=O)NC3(CCCc4ccccc43)C2=O)c(OC)c1 (stereo not drawn)	97	98	7	97	-5	0	96	104
COc1ccc(C(=O)N2CCN(c3ccccc3)CC2)cc1S(=O)(=O)N1CCCC1	100	108	-8	104	5	2	92	103
CC(C)OCCCNC(=O)c1ccncc1	105	103	-2	107	1	0	108	97
Cc1ccc(-n2nc3c(c2NC(=O)c2ccccc2)CS(=O)(=O)C3)cc1C	104	91	14	112	-4	1	106	111
COc1cc2nc(CN3CCC(Cc4ccccc4)CC3)[nH]c(=O)c2cc1OC	101	100	0	97	1	0	100	99
COc1ccc(OCC(O)CNC(=O)c2ccccc2C(=O)O)cc1 (stereo not drawn)	95	94	17	94	-2	1	97	90
CC(=O)c1ccc(-c2ccc(C(=O)N(C)c3c(N)n(Cc4ccccc4)c(=O)[nH]c3=O)o2)cc1	107	100	12	106	2	0	103	108
CN(CCC1CCCCO1)C(=O)CCc1nnc(CCCCc2ccccc2)o1 (stereo not drawn)	99	105	5	101	-20	1	91	104
COC1CCCN(C(=O)c2ccc3oc(Cc4ccc(Cl)cc4)nc3c2)C1 (stereo not drawn)	102	101	-1	105	4	6	108	105
Nc1cc(Cl)ccc1N1CCCCCC1	109	103	15	102	3	0	104	101
O=c1c2ccccc2nc(-c2ccc(Br)cc2)n1Cc1ccccc1	103	100	-26	103	-5	0	119	104
CC(=O)c1cccc(NC(=O)CSc2nc(N3CCOCC3)nc(N3CCOCC3)n2)c1	101	103	-1	100	-6	0	101	105
COc1ccc(Cn2c(=O)[nH]c3cc(C(=O)NCc4ccc5c(c4)OCO5)ccc3c2=O)cc1	101	99	1	106	-2	0	102	103
CCOc1ccc(CCNC(=O)C2CCN(S(=O)(=O)N3CCC(C)CC3)CC2)cc1OCC	102	100	17	103	1	1	99	99
Cc1ccc(OCC(=O)NC2CCCc3ccccc32)c(C)c1 (stereo not drawn)	101	112	-3	93	4	0	95	111
O=[N+]([O-])c1c(Nc2ccccc2)ccc2nonc12	94	93	-6	95	8	0	x	86
COc1cc2ccccc2cc1C(=O)NC(=S)Nc1nnn(C)n1	95	100	-3	91	-5	1	89	94
Cc1cc(C)nc(Nc2n[nH]c(-c3ccc(C(C)(C)C)cc3)n2)n1	110	103	-3	101	0	0	106	108
CCOC(=O)c1cnc2cc3c(cn2c1=O)CCCC3	112	102	-2	109	-6	1	102	106
CCc1ccc(C(=O)c2cncc(Br)c2)cc1	102	98	-11	103	4	2	91	106
COc1cccc(C2NC(CC(C)C)(C(=O)O)C3C(=O)N(Cc4ccccc4)C(=O)C23)c1O (stereo not drawn)	97	97	0	94	-18	1	102	88
COc1cccc(C(=O)Nc2cnc(NC(=O)c3ccco3)cc2C)c1	105	104	-2	104	-2	3	116	92
O=C(COC(=O)c1cccc(C(=O)OCC(=O)NC2CCCCC2)n1)NC1CCCCC1	102	100	5	102	-5	0	100	91
O=C(c1ccco1)N1CCN(C(c2cccs2)c2nnnn2C2CCCC2)CC1 (stereo not drawn)	102	99	-2	99	-2	0	100	111
CCc1nc(-c2ccccc2O)n(-c2ccccc2)n1	93	92	-5	102	-1	3	94	97
COC(=O)C[C@H]1c2cc(F)ccc2S(=O)(=O)N1Cc1ccccc1	80	93	-3	90	5	3	122	87
O=C(O)C1C2C=CC3(CN(Cc4ccco4)C(=O)C13)O2 (stereo not drawn)	98	98	8	95	9	2	97	104
NC(=O)CSc1nc2cccnc2n1-c1ccc(F)cc1	103	107	-3	101	-18	0	96	104
O=c1cc(-c2ccccc2)nc(/C=C/c2ccccc2)[nH]1	100	97	0	99	-8	2	104	97
Cc1nnc(NC(=O)CSc2nc3c(c(=O)n2CCc2ccccc2)SC(C)C3)s1 (stereo not drawn)	93	99	0	100	5	2	101	87
COc1ccc(CNC(=O)Nc2cccc(C(F)(F)F)c2)cc1OC	103	108	9	98	3	0	92	101
Cc1ccc(/C=N/NC(=O)c2cc3c(ccc4ccccc43)o2)cc1[N+](=O)[O-]	108	107	7	107	16	0	108	103
C=C(C)Cn1c(=O)c2c(nc3n2CCCN3CCc2ccccc2)n(C)c1=O	100	97	10	90	-32	0	95	96
O=C(CCS(=O)(=O)CCN1CCOCC1)NCNC(=O)CCS(=O)(=O)CCN1CCOCC1	101	96	0	100	5	0	104	102
CCOC(=O)C1CCCN(C(=O)COC(=O)c2cc(=O)c3ccccc3o2)C1 (stereo not drawn)	98	99	15	99	-6	0	98	99
CN(c1ccc(C(=O)NC2CC3CCC2C3)cc1)S(C)(=O)=O (stereo not drawn)	110	102	2	106	2	0	105	109
COCCN(CCOc1cc(C)cc(C)c1)Cc1ccc(Cl)cc1	102	105	-3	105	-2	0	101	107
COc1ccc(N(C(C)C(=O)NCc2ccco2)S(C)(=O)=O)cc1 (stereo not drawn)	102	98	-2	98	-26	0	97	99
COc1ccc(CCNC(=O)CCN2C(=O)COc3ccccc32)cc1OC	94	97	1	104	7	0	95	100
COc1ccc([C@@H]2CC=C(C(=O)O)[C@H](c3cccc(Cl)c3)N2S(=O)(=O)c2ccccc2C)cc1	83	97	36	86	-5	1	126	110
Cc1ccccc1C(=O)N1CCC(C(=O)OCc2ccccn2)CC1	98	95	10	95	9	2	100	98
